TRHR agonist: agonists of human TRH receptor. P34981. TRHR cells, calcium flux fluo-8, FDSS agonist mode. activation, % at 2 µM. actives 0.18% (n = 360,000). AID 493084; in the data active means activation above about 30%; further: 0% is about no effect
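Read-out: compound-evoked intracellular calcium rise in TRHR cells, fluo-8 dye, kinetic FDSS fluorescence at 1 s/cycle following a 10-cycle baseline. Cells cultured overnight before dye loading (30 min–1.5 h, RT).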
ERG-DNA inh: ERG Ets/DNA interaction inhibition; Potency, µM (highest dose often 76.9 µM), for inactives: at the top dose FP activity, negative = inhibition, hits mostly inhibitors; actives 0.028% (n = 370,000); fluorescence polarization, His-ERG Ets domain / labelled DNA; active means well fitted inhibition curve with a large enough effect in the polarisation, with a control signal flat; inconclusive means small, poorly fitted or top-dose-only effect, or effect the other way, or a change in a side signal; inactive means no such curve, though single readings can be large or run the other way; the % refers to the polarisation;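 further: polarization taken with two DNA probes labelled with fluorescein and Texas red; potency means the concentration at half of the fitted maximal effect; % of control where 0% means no effect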
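His-tagged ERG Ets domain (1 uM in the protein solution; 300mM KCl, 50mM Tris-HCl, 1mM EDTA, 1mM DTT, pH 7.5) received compound, then a probe mix of 5 nM fluorescein-DNA and 100nM Texas-615-DNA. Fluorescence polarization was read for both dyes.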
Pol iota inh: blocks human DNA polymerase iota activity. Pol iota fluorescent replication assay, 10 min. actives 1% (n = 390,000). Potency, µM (highest dose often 115 µM), without a hit: at the top dose activity, negative = inhibition, actives largely listed as inhibitors; further: potency means the concentration at half of the fitted maximal effect
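Pol iota at 10 nM preincubated 15 min with compounds at room temperature; reaction started with fluorescent substrate, 50 nM final. Fluorescence read kinetically at 0 and 10 min; buffer-only wells as negative control.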
POLB inh: inhibitors of human DNA polymerase beta; Pol beta primer extension/strand displacement, fluorescence kinetic; Potency, µM (titrated, usually from 114 µM), without a hit: at the top dose activity change, negative = inhibition, most hits filed as inhibitors; actives 1.3% (n = 340,000); further: potency means the concentration at half of the fitted maximal effect; on the % scale 0 is the no-effect control and ±100 the full control effect
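Pol beta (10 nM) was preincubated with compound for 15 min at room temperature. The reaction was then started with 50 nM substrate and read immediately and after a further 10 min at room temperature.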
APEX1 inh: blocks human APE1 abasic DNA cleavage; P27695; recombinant APE1, TAMRA/BHQ-2 abasic DNA cleavage fluorescence; Potency, µM (highest dose often 65.8 µM), for inactives: at the highest dose activity change, negative = inhibition, actives largely listed as inhibitors; actives 0.35% (n = 350,000);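 further: potency means the concentration at half of the fitted maximal effect; plate controls were vehicle for no effect and reference inhibitor for full effect; nearly all actives have a fitted effect of over 55% in size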
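Readout is kinetic fluorescence (ex 525, em 598 nm) from cleavage of 50 nM TAMRA/BHQ-2 THF abasic duplex by 0.75 nM APE1, compound added 15 min beforehand at RT.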
ALOX12 inh: inhibitors of human 12S-lipoxygenase ALOX12; P18054; purified 12hLO, xylenol orange hydroperoxide absorbance; Potency, µM (titrated, usually from 108 µM), for the others: at the top dose activity change, negative = inhibition, most hits filed as inhibitors; actives 1.1% (n = 580,000); further: potency means the concentration at half of the fitted maximal effect; on the % scale 0 is the no-effect control and ±100 the full control effect
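Hydroperoxide product was detected by ferrous iron/xylenol orange as the 573 to 405 nm absorbance ratio. Arachidonic acid at 40 uM (final) was turned over for 30 min at room temperature by 150 nM human 12hLO, pH 7.0 Hepes buffer, after 15 min compound preincubation.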
Pol kappa inh: inhibitors of human DNA polymerase kappa. Q9UBT6. purified Pol kappa, fluorescent DNA synthesis assay, 10 min. Potency, µM (titrated, usually from 107 µM), inactives show at the top dose activity, negative = inhibition, most hits filed as inhibitors. actives 0.53% (n = 400,000); further: potency means the concentration at half of the fitted maximal effect; on the % scale 0 is the no-effect control and ±100 the full control effect
Target sequence (Q9UBT6 whole entry, looked up): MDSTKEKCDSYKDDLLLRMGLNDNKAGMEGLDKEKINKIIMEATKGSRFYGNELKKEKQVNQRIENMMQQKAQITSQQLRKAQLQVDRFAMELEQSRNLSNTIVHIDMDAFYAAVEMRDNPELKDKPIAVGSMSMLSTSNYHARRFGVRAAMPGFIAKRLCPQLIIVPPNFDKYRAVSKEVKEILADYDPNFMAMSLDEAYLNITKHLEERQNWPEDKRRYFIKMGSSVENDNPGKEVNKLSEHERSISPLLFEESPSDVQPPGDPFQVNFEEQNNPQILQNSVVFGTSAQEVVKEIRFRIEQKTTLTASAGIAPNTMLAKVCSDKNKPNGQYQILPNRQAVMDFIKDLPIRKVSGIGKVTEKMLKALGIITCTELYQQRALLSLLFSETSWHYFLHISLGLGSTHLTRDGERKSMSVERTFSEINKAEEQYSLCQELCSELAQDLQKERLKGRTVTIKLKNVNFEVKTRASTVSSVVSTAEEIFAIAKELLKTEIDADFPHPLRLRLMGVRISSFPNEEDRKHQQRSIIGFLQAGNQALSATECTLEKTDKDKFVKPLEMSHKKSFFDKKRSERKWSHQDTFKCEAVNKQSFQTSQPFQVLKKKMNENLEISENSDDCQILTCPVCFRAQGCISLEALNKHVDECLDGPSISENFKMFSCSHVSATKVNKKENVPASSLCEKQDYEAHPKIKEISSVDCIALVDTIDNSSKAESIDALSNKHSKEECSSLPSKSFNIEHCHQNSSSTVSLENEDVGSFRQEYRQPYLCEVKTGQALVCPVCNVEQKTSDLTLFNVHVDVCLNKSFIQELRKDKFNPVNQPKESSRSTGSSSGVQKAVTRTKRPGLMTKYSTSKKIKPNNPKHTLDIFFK
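Inhibition of 10 nM Pol kappa is measured by a fluorescent read-out at 0 and 10 min following addition of 50 nM substrate (final), with a 15-min room-temperature compound preincubation.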
BLM helicase inh: inhibitors of human Bloom syndrome helicase BLM | recombinant BLM DNA unwinding, fluorescence dequenching | Potency, µM (titrated, usually from 56.1 µM), for the others: at the top dose activity change, negative = inhibition, most hits filed as inhibitors | P54132 | actives 0.2% (n = 350,000);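 further: potency means the concentration at half of the fitted maximal effect; plate controls were vehicle for no effect and no enzyme for full effect; nearly all actives have a fitted effect of over 35% in size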
Anesthetic bind: binds horse apoferritin like a general anesthetic | P02791 | apoferritin/1-aminoanthracene competitive binding, fluorescence | Potency, µM (highest dose often 77.5 µM), for the others: at the highest dose activity change, negative = displacement, hits mostly inhibitors | actives 0.074% (n = 350,000) | AID 485281; further: potency means the concentration at half of the fitted maximal effect; on the % scale 0 is the no-effect control and ±100 the full control effect; nearly all actives have a fitted effect of over 20% in size
Target sequence (P02791 2-175 limits assumed): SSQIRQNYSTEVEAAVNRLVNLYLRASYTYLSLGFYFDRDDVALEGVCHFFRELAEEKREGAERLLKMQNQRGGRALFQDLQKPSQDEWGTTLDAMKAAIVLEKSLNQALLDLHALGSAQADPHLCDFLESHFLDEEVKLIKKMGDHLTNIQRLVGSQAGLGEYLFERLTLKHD
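Concentration-response curves derived by four-parameter Hill fitting of normalized fluorescence, where compounds displaced 1-AMA from 10 uM horse apoferritin following a brief 10 min room-temperature incubation; propofol titration acted as positive control.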
* marks the source's active call; other numbers are inactive results; ? = inconclusive; · = not tested or not shown; [ ] = remark or other dose. Unless noted, the call rests on the fitted dose curve; in most records, active means well fitted curve in the direction sought with a large enough effect; inconclusive means small, poorly fitted or top-dose-only effect, or another doubt; inactive means no such curve, though single readings can be large; an effect the other way counts as inactive or inconclusive. Only part of the results is shown; rates above refer to the full screens.

SMILES | TRHR agonist | ERG-DNA inh | Pol iota inh | POLB inh | APEX1 inh | ALOX12 inh | Pol kappa inh | BLM helicase inh | Anesthetic bind
O=C(O)CC/C(=N\NC(=O)c1ccccc1Br)c1ccccc1 | 0.4 | -5% | -18% | 24% | ? | 16% | -2% | 4% | -13%
CC(C)C(NC(=O)c1ccc(Cl)cc1Cl)C(=O)NCCc1ccccn1 (stereo not drawn) | -0.3 | 4% | 31%[activator] | · | 9% | 9% | -2% | · | ·
CC[C@]12c3[nH]c4cc(-c5ccco5)ccc4c3CCN1C(=O)[C@@H](CC(=O)NCCCn1ccnc1)C[C@@H]2C(=O)N1CCN(C(=O)C2CC2)CC1 | · | -11% | -9% | · | 0% | ? | 8% | · | ·
C=CC[C@@H](CC(=O)N(CCO)Cc1ccccc1)C(=O)N[C@@H](C)COC(=O)[C@@H](CC=C)CC(=O)OC(C)(C)C | · | -8% | 16% | · | 12% | 3% | 5% | · | ·
O=C(COc1cc(Cl)c(Cl)cc1Cl)NCCc1ccccn1 | -0.5 | 7% | 81%[activator] | 3% | -2% | -5% | 4% | 1% | -8%
CSc1cccc(N2CC(C(=O)NCCC3=CCCCC3)CC2=O)c1 (stereo not drawn) | 1.3 | 3% | 45%[activator] | · | -14% | -14% | -14% | · | ·
Cc1cc(Cl)ccc1OC(C)c1nnc(N)s1 (stereo not drawn) | 0.4 | -4% | -4% | -11% | 1% | 15% | -21% | -2% | ?
O=C(NNC(=O)c1ccccc1C(=O)O)c1cc2ccccc2o1 | -1.5 | -4% | ? | 1% | 12% | 6% | -8% | -4% | -12%
COc1ccc(C2CC(c3ccccc3F)=NN2c2ccc(S(N)(=O)=O)cc2)cc1 (stereo not drawn) | · | 21% | ? | · | 6% | ? | -4% | · | ·
CS(=O)(=O)Nc1ccc(C(=O)NCCSCc2ccccc2)cc1 | -1.1 | 0% | 26% | -1% | 0% | -8% | -4% | 1% | -7%
O=C(NCCCl)NNc1c(Cl)cc(Cl)cc1Cl | 0.2 | 70%[activator] | 55%[activator] | -8% | -2% | ? | 6% | 1% | -10%
CCC1CCc2c(sc(NC(=O)c3ccoc3C)c2C(N)=O)C1 (stereo not drawn) | 0.3 | 4% | 2% | 3% | -3% | ? | -6% | -12% | 7%
CCOc1ccc(S(=O)(=O)Nc2cc(SCC(=O)O)c(O)c3ccccc23)cc1 | -0.4 | 3% | 10µM* | ? | 9% | ? | -32% | ? | ?
Cc1cc(C)n(-c2nc(NCc3cccnc3)c3c4c(sc3n2)COC(C)(C)C4)n1 | -0.7 | -7% | 8% | 21% | 7% | -24% | -6% | 1% | -15%
Nc1c(N2CCN(c3ccccc3)CC2)c2ccccc2oc1=O | -0.2 | -8% | ? | 16% | -3% | -2% | -11% | -8% | -13%
C[C@H](CO)N1C[C@H](C)[C@@H](CN(C)C)Oc2c(NS(=O)(=O)c3cccs3)cccc2C1=O | · | -1% | -14% | · | -4% | 5% | -19% | · | ·
COc1ccc(C(CNC(=O)c2cc(F)c(F)c(F)c2F)N2CCOCC2)cc1 (stereo not drawn) | -2.0 | -1% | 77%[activator] | -9% | 2% | 0% | -2% | -3% | -9%
Cc1ccc(S(=O)(=O)Nc2ccc(C(=O)NCc3cccnc3)cc2)cc1 | 0.0 | 6% | 32%[activator] | -10% | 23% | 4% | -11% | 3% | -24%
CC(=O)Nc1ccc(NC(=O)c2ccccc2N(C)S(=O)(=O)c2ccc(C)cc2)cc1 | 0.2 | -5% | -11% | 9% | -9% | -5% | -2% | -1% | -11%
O=C(NCC(c1ccc(F)cc1)N1CCOCC1)c1c(F)cccc1F (stereo not drawn) | 0.2 | 11% | 59%[activator] | 4% | 0% | 4% | 0% | -1% | 6%

One compound at a time, from the list above:
Listed for `CC(=O)Nc1ccc(NC(=O)c2ccccc2N(C)S(=O)(=O)c2ccc(C)cc2)cc1` → TRHR agonist: 0.2; ERG-DNA inh: -5%; Pol iota inh: -11%; POLB inh: 9%; APEX1 inh: -9%; ALOX12 inh: -5%; Pol kappa inh: -2%; BLM helicase inh: -1%; Anesthetic bind: -11%
Listed for `CCC1CCc2c(sc(NC(=O)c3ccoc3C)c2C(N)=O)C1` (stereo not drawn) → TRHR agonist: 0.3; ERG-DNA inh: 4%; Pol iota inh: 2%; POLB inh: 3%; APEX1 inh: -3%; ALOX12 inh: ?; Pol kappa inh: -6%; BLM helicase inh: -12%; Anesthetic bind: 7%

3 compounds from above, arranged by the number in Pol kappa inh, lowest first:
molecule | TRHR agonist | ERG-DNA inh | Pol iota inh | POLB inh | APEX1 inh | ALOX12 inh | Pol kappa inh | BLM helicase inh
Cc1ccc(S(=O)(=O)Nc2ccc(C(=O)NCc3cccnc3)cc2)cc1 | 0.0 | 6% | 32%[activator] | -10% | 23% | 4% | -11% | 3%
Cc1cc(C)n(-c2nc(NCc3cccnc3)c3c4c(sc3n2)COC(C)(C)C4)n1 | -0.7 | -7% | 8% | 21% | 7% | -24% | -6% | 1%
COc1ccc(C(CNC(=O)c2cc(F)c(F)c(F)c2F)N2CCOCC2)cc1 (stereo not drawn) | -2.0 | -1% | 77%[activator] | -9% | 2% | 0% | -2% | -3%

Further compounds follow:
SMILES | TRHR agonist | ERG-DNA inh | Pol iota inh | POLB inh | APEX1 inh | ALOX12 inh | Pol kappa inh | BLM helicase inh | Anesthetic bind
COc1ccc(C(=O)N[C@H](C(=O)OCn2nnc3ccccc3c2=O)C(C)C)cc1 | -0.5 | 3% | 94%[activator] | · | 35% | -17% | -16% | · | ·
Cc1ccc(S(=O)(=O)/N=C/c2ccco2)cc1 | 0.3 | -5% | ? | ? | ? | ? | -7% | -3% | -7%
O=c1ccc(-c2ccccc2)nn1Cc1ccc(F)cc1 | 0.5 | 9% | -18% | 0% | 32% | 0% | -12% | -11% | -13%
CCN1CCN(C(=S)NCCOC)CC1 | 0.3 | 0% | 9% | -3% | -1% | -26% | 8% | -3% | -1%
CC(NC(=O)C1CCN(C(=O)c2ccc(F)cc2)CC1)c1ccc(S(N)(=O)=O)cc1 (stereo not drawn) | · | 13% | 48%[activator] | · | -9% | 3% | -4% | · | ·
CN(CC(=O)Nc1ccccc1Cl)C(=O)COC(=O)CNC(=O)c1ccc(Br)o1 | · | 0% | 23% | · | · | -2% | 3% | · | ·
NC(=O)C1CCN(C(=O)C2CC(=O)N(c3ccc(F)cc3)C2)CC1 (stereo not drawn) | 0.5 | -10% | -18% | 1% | 8% | -1% | -9% | 0% | -3%
O=C1Nc2cc(C(=O)N3CCN(c4ccc(F)cc4)CC3)ccc2NC1CSCc1cccc(F)c1 (stereo not drawn) | 1.2 | 30%[activator] | ? | -1% | 63%[activator] | ? | -2% | -6% | ?
CN(C)c1ccc(SC#N)cc1 | -0.7 | -14% | 137%[activator] | 22% | -4% | 0% | 2% | -3% | 0%
COc1ccc2cc(C(C)C(=O)N3CCC(C(N)=O)CC3)ccc2c1 (stereo not drawn) | -1.9 | 0% | 15% | 51% | -17% | -16% | 7% | -6% | 7%
O=S(=O)(c1ccc(SCc2ccccc2)nc1)N1CCCCCC1 | 0.3 | 4% | -13% | · | -14% | 24% | -5% | · | ·
CC(=O)c1ccc(NC(=O)C(Cc2ccccc2)NS(=O)(=O)c2ccc3c(c2)CCC(=O)N3)cc1 (stereo not drawn) | 0.1 | -5% | -1% | 33% | · | -11% | -12% | -1% | -10%
CNC(=S)NCCN1CCOCC1 | 0.2 | 0% | 6% | 16% | -7% | 1% | -2% | -14% | 2%
CCCCN(C(=O)c1ccccc1Br)C1CCS(=O)(=O)C1 (stereo not drawn) | 0.3 | -7% | 32%[activator] | · | 17% | 26% | -8% | · | ·
COc1ccc(N(CC(=O)Nc2cccnc2)S(C)(=O)=O)cc1 | 0.2 | -2% | 119%[activator] | 3% | 2% | -1% | -7% | -5% | 1%
COc1ccc(C(=O)Nc2nnc(S(=O)(=O)Cc3ccc(F)cc3)s2)cc1 | -0.3 | -6% | 43%[activator] | 0% | 60%[activator] | -4% | -3% | -2% | -2%
COc1ccccc1-n1c2c(cc(C(=O)N3CCC(C)CC3)c1=O)C(=O)CC(C)(C)C2 | 0.8 | 7% | 41%[activator] | 0% | 0% | 251%[activator] | -4% | 2% | 2%
Cc1ccc(-n2nc3ccc(N)cc3n2)cc1C | -1.7 | 5% | 87%[activator] | 19% | 51% | 45µM* | -1% | -22% | 398%[activator]
CCC(C)[C@H](NC(=O)N1CC(=O)Nc2ccccc21)C(=O)N[C@H](C(=O)O)c1ccccc1 (stereo partly drawn) | 0.6 | 3% | -12% | 10% | -11% | 19% | -2% | 0% | -9%
CCn1c(=O)c(C(C)=O)c(O)c2ccccc21 | -0.7 | 1% | 117%[activator] | 50% | 19% | -8% | -15% | -3% | -4%
Cc1ccc(S(=O)(=O)c2nnn3c2nc(Nc2cccc(C)c2)c2ccccc23)cc1 | 0.7 | -8% | -13% | 48% | -6% | 12% | 2% | -8% | 24%
Cc1ccc(S(=O)(=O)NCc2ccncc2)cc1C(=O)NCC(C)C | 0.6 | 6% | 16% | -1% | 5% | -23% | -10% | -8% | -3%
O=C(Oc1ccc(Br)cc1)c1n[nH]c(=O)c2ccccc12 | 0.6 | ? | 10% | 21% | 3% | -13% | 5% | -10% | -9%
COCc1cc(C)nc(SCC[N+](C)(C)CC(=O)Nc2cccc(C(F)(F)F)c2)c1C#N | 0.0 | 12% | 149%[activator] | -23% | -1% | 13% | 1% | 7% | ?

Assay outcomes (PubChem BioAssay)
